# HT1080NT lethal: kills 2HG-producing HT-1080-NT fibrosarcoma cells; HT-1080-NT fibrosarcoma viability, CellTiter-Glo ATP luminescence, 48 h; Potency, µM (series often up to 46.1 µM), for inactives: at the highest dose activity, negative = less viability, most hits filed as cytotoxic; actives 1.6% (n = 360,000);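 also: NT is the 2HG producing partner of a matched IDH1 knockdown line; 0% = DMSO-treated cells and -100% = media-only wells without cells; nearly all actives have a fitted effect of over 55% in size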
#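 Read-out is CellTiter-Glo luminescence after 10 minutes at room temperature, following 48 hours' compound treatment of HT-1080-NT cells (750 cells/well, RPMI, 5% FBS, 37 degrees C).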
# HEK293 tox: cytotoxicity in counter-screen for GLP-1R inverse agonists; actives 0.13% (n = 410,000); HEK293 cAMP-luciferase reporter cells, luminescence, 24 h; Potency, µM (top dose mostly 38.3 µM), for the others: at the top dose activity change, negative = inhibition, hits mostly inhibitors;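 also: loss of luciferase light is scored as toxicity; % is scaled to controls: 0 for no effect and ±100 for the full control effect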
#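 1536-well qHTS counterscreen of the MLSMR; 200 cells/uL, 12 h pre-incubation, 23 nL cpd, 24 h at 37 deg C 5% CO2, luciferase detection reagent, 12 min RT, luminescence. Inhibition = undesired.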
# HT1080 IDH1KD tx: kills HT-1080 cells with IDH1 knockdown; HT-1080 IDH1 knockdown viability, ATP luminescence, 48 h; Potency, µM (series often up to 46.1 µM), for inactives: top-dose activity, negative = toxicity, usual class: cytotoxic; actives 2% (n = 360,000);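 also: 0% = DMSO wells and -100% = cell-free medium wells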
#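 Knockdown cells (IDH1KD HT-1080) received compounds 2 h after plating at 750 cells/well and were kept 48 h at 37 °C in 5% FBS RPMI. A CellTiter-Glo luminescence read gave % activity for curve fitting.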
# TDP-43 yeast inh: rescues yeast growth from TDP-43 toxicity. TDP-43 expressing yeast growth rescue, BacTiter-Glo, 24 h. Potency, µM (titrated, usually from 46.1 µM), without a hit: at the highest dose growth rescue (activation), actives largely listed as activators. actives 1.8% (n = 410,000). AID 652104; also: % of control where 0% means no effect; nearly all actives have a fitted effect of over 50% in size
#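 Growth rescue of TDP-43-toxic yeast measured as ATP luminescence (BacTiter-Glo). Cells grown to mid-log in raffinose, induced in galactose at OD600=0.02, exposed to compound 24 hr at 30 deg C.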
# SW480 rerep: DNA re-replication induction in SW480 cells | AID 624297 | SW480 DNA re-replication, Hoechst DNA content imaging, 48 h | Potency, µM (series often up to 46.1 µM), for inactives: top-dose re-replication activation, most hits filed as activators | actives 1.8% (n = 340,000); also: % of control where 0% means no effect; nearly all actives have a fitted effect of over 55% in size
#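 Per well, 250 cells were exposed to pinned compound for 48 hr. Nuclear DNA was visualised with Hoechst (40 min, 37 C) and total object intensity recorded by fluorescence scanning.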
# GLP-1R inv ag: inverse agonists of human GLP-1 receptor | P43220 | HEK293 GLP-1R CRE-luciferase, luminescence, 24 h; GLP-1R form is constitutively active | Potency, µM (highest dose often 38.3 µM), without a hit: top-dose activity change, negative = inhibition, most hits filed as inhibitors | actives 1.6% (n = 410,000); also: % is scaled to controls: 0 for no effect and ±100 for the full control effect; nearly all actives have a fitted effect of over 55% in size
# Target sequence (P43220 whole entry, looked up): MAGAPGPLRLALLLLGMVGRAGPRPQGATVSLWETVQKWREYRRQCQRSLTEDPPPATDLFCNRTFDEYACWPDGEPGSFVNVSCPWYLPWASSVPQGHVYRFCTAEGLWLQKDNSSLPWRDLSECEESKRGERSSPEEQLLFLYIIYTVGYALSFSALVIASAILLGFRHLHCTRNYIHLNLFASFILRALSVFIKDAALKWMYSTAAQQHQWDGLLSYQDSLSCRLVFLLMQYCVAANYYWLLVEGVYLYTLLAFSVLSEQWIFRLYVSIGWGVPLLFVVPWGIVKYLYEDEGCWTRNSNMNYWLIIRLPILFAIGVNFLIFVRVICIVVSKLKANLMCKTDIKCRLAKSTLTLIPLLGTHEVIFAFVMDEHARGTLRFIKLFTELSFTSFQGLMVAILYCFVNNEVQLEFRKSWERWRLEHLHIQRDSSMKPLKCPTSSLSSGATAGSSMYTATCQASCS
#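 qHTS in 1536-well format: reporter HEK293 cells expressing constitutive GLP-1R activity in DMEM + 10% Nu serum, 24 hr with compounds at 37 deg C, luminescence read after 12 min with detection reagent.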
# KB-3-1 tox: KB-3-1 parental cell cytotoxicity. AID 1347075. Potency, µM (titrated, usually from 46.1 µM), without a hit: at the top dose activity change, negative = cytotoxic, most hits filed as cytotoxic. actives 1.4% (n = 400,000). KB-3-1 viability, CellTiter-Glo ATP luminescence, 72 h; also: % is scaled to controls: 0 for no effect and ±100 for the full control effect; nearly all actives have a fitted effect of over 60% in size
#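 Luminescent ATP read-out (CellTiter-Glo) measures survival of drug-naive KB-3-1 cells after 72 h compound exposure at 37 °C. Titration series was screened from lowest to highest concentration, with DMSO vehicle plates as background controls.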
# KB-V1 MDR tox: kills drug-selected multidrug resistant KB-V1 cells | KB-V1 MDR cells viability, CellTiter-Glo, 72 h | actives 3.4% (n = 400,000) | Potency, µM (top dose mostly 46.1 µM), inactives show at the top dose activity change, negative = cytotoxicity, usual class: cytotoxic | AID 1347076; also: % is scaled to controls: 0 for no effect and ±100 for the full control effect; nearly all actives have a fitted effect of over 60% in size
#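 Following 72 h at 37 degrees C with compound, KB-V1 cell viability was read by CellTiter-Glo luminescence, medium being phenol-red-free DMEM plus 10% FBS; concentration-response parameters came from normalized, curve-fitted qHTS data.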
# GLP1R ag: GLP-1 receptor (human) agonism | Potency, µM (series often up to 45.6 µM), for the others: at the top dose activation, actives largely listed as activators | actives 0.007% (n = 380,000) | AID 624172 | HEK293 GLP-1R CRE-luciferase, luminescence, 4-6 h; cells express a hypersensitive GLP-1R form; also: % of control where 0% means no effect
# The depositor's hits bear a star; u = inconclusive; x = not tested or not shown; & = joins results of further samples; [ ] = remark or other dose. Calls follow the shape of the dose curve; as a rule, active = well fitted curve in the direction sought with a large enough effect; inconclusive = small, poorly fitted or top-dose-only effect, or another doubt; inactive = no such curve, though single readings can be large; an effect the other way counts as inactive or inconclusive. Potency is read from the fitted curve at half-maximal effect. Not a hit list. About 9.4% of those tested had a hit in this group.
SMILES,HT1080NT lethal,HEK293 tox,HT1080 IDH1KD tx,TDP-43 yeast inh,SW480 rerep,GLP-1R inv ag,KB-3-1 tox,KB-V1 MDR tox,GLP1R ag
Nc1nncn1C(=O)CCCN1C(=O)c2ccccc2C1=O,8%,12%,1%,-8%,-1%,6%,-1%,21%,0%
O=c1c2ccccc2ncn1-c1ccc([N+](=O)[O-])cc1[N+](=O)[O-],-8%,-24%,5%,-10%,u,5.6µM*,-6%,u,0%
CCOC(=O)CSc1ccc(S(=O)(=O)N(C)C2CCCCC2)cc1[N+](=O)[O-],1%,-9%,u,12%,-11%,-12%,3%,3%,7%
CC1(C(=O)NCc2ccccc2)CN(S(C)(=O)=O)CC(=O)N1CCc1c[nH]c2ccccc12 (configuration not stated),-15%,-8%,0%,2%,x,-8%,-5%,-4%,x
Cc1ccccc1CS(=O)(=O)c1nnc([C@H](Cc2ccccc2)NC(=O)OC(C)(C)C)o1,5µM*,u,1.8µM*,-72%[inhibitor],u,10µM*,12%,u,-17%
c1ccc(-c2nc(NCC3CCCO3)c3oc4ccccc4c3n2)cc1 (configuration not stated),-15%,5%,-4%,u,-4%,0%,2%,3.7µM*,12%
Cc1cc(O)c(C=O)c2c1C(=O)Oc1c(CO)c(O)c3c(c1O2)C(O)OC3=O (configuration not stated),-16%,-19%,-6%,18%,u,-26%,0%,u,-5%
O=C(COC(=O)/C=C/c1ccccc1[N+](=O)[O-])NNC(=O)c1ccc(F)cc1,-1%,4%,1%,-6%,1%,7%,-1%,-1%,-19%
Cc1cccc(N2C(=S)N=C(Nc3c(C)cccc3C)C23CCOC(C)(C)C3)c1 (configuration not stated),11%,-12%,4%,-11%,4%,1%,12%,0%,7%
COc1ccc(-c2oc3ccccc3c2C(=O)OCc2ccccc2OC)cc1,9%,27%,14%,6%,6%,u,-5%,2%,-2%
COc1ccc(NC(=O)CSc2nnc(-c3cccs3)n2Cc2ccco2)cc1OC,3%,-22%,-24%,-16%,-1%,3%,-6%,-36%,8%
CC(=O)c1nn(-c2ccc(Br)cc2)cc1C(=O)c1ccccc1,-8%,-17%,-14%,-14%,-4%,-10%,-2%,-25%,1%
Cc1ccc(NC(=O)CSc2nc3ccc(NC(=O)CCc4ccccc4)cc3s2)cc1,x,-9%,x,7%,x,-1%,4%,22%,x
COc1ccccc1C(=O)N1CC2(C)CC1CC(C)(C)C2 (configuration not stated),8%,-8%,-8%,13%,3%,u,-9%,2%,-6%
CC(C)(Cc1ccccc1)NC(=O)C(=O)c1cn(CC(=O)N2CCOCC2)c2ccccc12,-8%,-10%,-9%,-22%,11%,u,1%,0%,9%
Cc1ccccc1Nc1nnc(SCc2cc([N+](=O)[O-])cc3c2OCOC3)s1,-2%,-9%,4%,20%,0%,0%,10%,2%,10%
COc1ccc([N+](=O)[O-])cc1NS(=O)(=O)Cc1ccccc1,8%,-4%,1%,20%,u,0%,-8%,-9%,-7%
CCSc1nc(N2CCOCC2)c2c(c1C#N)CC(C)(C)N(C)C2,-6%,-11%,0%,9%,-9%,-9%,2%,13%,9%
CCc1ccc(N(C(=O)c2csnn2)C(C(=O)NC(C)(C)CC)c2ccccn2)cc1 (configuration not stated),-1%,-9%,-5%,17%,1%,-23%,-8%,-13%,-4%
Cc1cccc(C(=O)NC2CCN(C(=O)Nc3ccc(F)cc3)CC2)c1,2%,7%,0%,-12%,-9%,4%,-2%,-4%,10%
COc1cc(CNCCSc2nnnn2C)ccc1OCc1ccccc1C,x,-8%,x,11%,x,-12%,0%,1%,0%
Cn1c(Cn2c(=O)sc3ccccc32)nnc1SCc1ccccn1,4%,5%,-9%,3%,-8%,-5%,-6%,u,3%
CC(C)C1C(=O)N(Cc2cn(CCC3OCCCO3)nn2)CCS(=O)(=O)N1Cc1ccc(-c2ccc(F)nc2)cc1 (configuration not stated),-7%,-7%,0%,16%,x,-2%,-7%,1%,6%
Fc1ccc(N=Cc2ccc[nH]2)cc1,14%,-17%,0%,-10%,-14%,3%,7%,17%,-1%
Cc1cc(=O)oc2cc(OCC3CC(c4ccc(Cl)cc4)=NO3)ccc12 (configuration not stated),16%,-14%,11%,-14%,4%,0%,0%,-14%,3%
CCn1cc(C(=O)OCC(=O)N2C(C)CCCC2C)c(=O)c2ccc(C)nc21 (configuration not stated),-2%,9%,3%,4%,-17%,15%,-2%,5%,-3%
CC(C)C(=O)NC(NC(=S)Nc1ccc(S(N)(=O)=O)cc1)C(Cl)(Cl)Cl (configuration not stated),-3%,22%,2%,4%,2%,3%,2%,-3%,10%
CC1=NN(c2cccc(C(=O)O)c2)C(=O)/C1=C\C=C/c1ccccc1,u,-20%,u,11%,14%,5%,u,u,-2%
COc1ccccc1NC(=O)CN1CCN(C(=O)c2ccco2)CC1,12%,16%,10%,-6%,-8%,2%,9%,-1%,3%
Brc1ccc(COc2ncnc3ccccc23)cc1,-4%,-2%[7.66 µM],u,12%[9.22 µM],-5%,-4%[7.66 µM],3%,-19%,12%
CN(CC(=O)NC1CCN(Cc2ccccc2)CC1)S(=O)(=O)c1ccc(Cl)cc1,4%,-5%,1%,18%,3%,-12%,-11%,-4%,8%
Cc1nc2nc(C)c(CCC(=O)NCc3ccc4c(c3)OCO4)c(C)n2n1,3%,-5%,6%,-21%,-1%,6%,-1%,1%,-7%
CCc1nnc(NC(=O)CCN2C(=O)c3ccccc3S2(=O)=O)s1,3%,4%,6%,-15%,-4%,-2%,-2%,5%,-2%
Cc1ccccc1N=Nc1c(O)n(C)c2ccccc12,3%,1%,-8%,25%,-6%,3%,-2%,5%,-3%
COc1cccc2c1Oc1ncccc1N(C(=O)CCC(=O)NCc1ccc(C)cc1)C2,6%,-20%&2%,5%,7%&12%,-2%,12%&5%,2%&1%,19%&-8%,24%
O=C(NNC(=O)c1ccc2ccccc2n1)c1ccc(O)cc1,-18%,1%,-28%,12%,1%,14%,u,u,4%
COc1cccc(CN(Cc2ccco2)S(=O)(=O)c2ccc(S(=O)(=O)NCc3ccccc3)cc2)c1OC,1%,0%,-11%,-13%,-1%,-13%,-5%,-28%,0%
CCOC(=O)c1nc(Nc2ccc(OC)cc2)c2ccccc2n1,5%,4%&-8%,-4%,-7%&14%,u,68%&38%[activator],0%&-7%,u,u
Cc1ccc(OCC(=O)Nc2nnc(S(=O)(=O)N3CCCCCC3)s2)cc1C,9%,-10%,0%,21%,0%,u,22%,9%,4%
CCOc1ccc(Cn2nnc(C(=O)Nc3cccc(SC)c3)c2N)cc1,x,-1%,x,1%,x,8%,1%,2%,1%

# An excerpt of these results, as labelled records.
O=C(NNC(=O)c1ccc2ccccc2n1)c1ccc(O)cc1
  HT1080NT lethal = -18%
  HEK293 tox = 1%
  HT1080 IDH1KD tx = -28%
  TDP-43 yeast inh = 12%
  SW480 rerep = 1%
  GLP-1R inv ag = 14%
  KB-3-1 tox = u
  KB-V1 MDR tox = u
  GLP1R ag = 4%

COc1cccc(CN(Cc2ccco2)S(=O)(=O)c2ccc(S(=O)(=O)NCc3ccccc3)cc2)c1OC
  HT1080NT lethal = 1%
  HEK293 tox = 0%
  HT1080 IDH1KD tx = -11%
  TDP-43 yeast inh = -13%
  SW480 rerep = -1%
  GLP-1R inv ag = -13%
  KB-3-1 tox = -5%
  KB-V1 MDR tox = -28%
  GLP1R ag = 0%

CCOC(=O)c1nc(Nc2ccc(OC)cc2)c2ccccc2n1
  HT1080NT lethal = 5%
  HEK293 tox = 4%&-8%
  HT1080 IDH1KD tx = -4%
  TDP-43 yeast inh = -7%&14%
  SW480 rerep = u
  GLP-1R inv ag = 68%&38%[activator]
  KB-3-1 tox = 0%&-7%
  KB-V1 MDR tox = u
  GLP1R ag = u

# (further entries)
SMILES,HT1080NT lethal,HEK293 tox,HT1080 IDH1KD tx,TDP-43 yeast inh,SW480 rerep,GLP-1R inv ag,KB-3-1 tox,KB-V1 MDR tox,GLP1R ag
CCn1c(=O)c2ccccc2n(CC(=O)NC2CCCCC2)c1=O,1%,-1%,2%,-21%,-64%,0%,-3%,-2%,7%
Cn1c(=O)cc(SCC(=O)N2CCN(c3ccccc3F)CC2)c2cc(Cl)ccc21,x,0%,x,16%,x,-14%,0%,-18%,0%
O=C(c1cccc(-c2cccc3nccn23)c1)N1CCOCC1,14%,4%,11%,12%,x,9%,-2%,-13%,-3%
COc1ccc(NC(=S)N(CCc2c(C)[nH]c3ccc(C)cc23)Cc2cccs2)cc1,-9%,-16%,u,22%,1%,u,u,u,-2%
CC1(C)CC(=O)C=C(c2ccc(COC(=O)Cc3ccccc3)cc2)C1=O,6%,0%,8%,9%,x,2%,15%,0%,-1%
O=C(CC1Sc2ccccc2NC1=O)OCC(=O)N1CCc2ccccc21 (configuration not stated),-1%,-9%,1%,0%,-6%,u,0%,10%,-7%
Cc1ccc2c(c1)C(O)(CC(=O)c1cccnc1)C(=O)N2 (configuration not stated),-7%,2%,0%,-6%,5%,-7%,4%,-7%,-15%
COc1ccc(Cc2c(-c3ccco3)nc3ccc(Br)cn23)c(C)c1,u,-2%,21µM*,4.5µM*,x,u,0%,10%,-2%
O=C(c1cc(-c2ccc(O)cc2)on1)N1CCCC1,-28%,3%,-19%,18%,-2%,u,u,2%,5%
COC(=O)c1ccccc1NC(=S)N(Cc1ccc2c(c1)OCO2)Cc1cc2ccc(OC)cc2[nH]c1=O,0%,-17%,-6%,3%,17%,-20%,-1%,0%,-4%
Cc1nnc(SCC(=O)Nc2ncc3c(n2)CC(c2ccccc2)CC3=O)s1 (configuration not stated),-6%,17%,-3%,-8%,-1%,u,1%,-3%,-1%
CCOC(=O)c1cc(-c2ccc(C)cc2)n(CC(=O)Nc2ccc(OC)cc2OC)c1C,x,0%,x,4%,x,3%,1%,u,0%
CC(=O)Nc1ccc(OCCCN2CCC(C(O)(c3ccccc3)c3ccccc3)CC2)cc1,-24%,6%,u,13%,x,-23%,2%,-21%,5%
O=C1CN(C(=O)/C=C/c2ccc(Cl)cc2Cl)CCN1,-7%,7%,-7%,1%,u,40%[activator],10%,13%,1%
